DT40 TDP1 CPT: growth inhibition of DT40 Tdp1-/-;hTDP1 cells with camptothecin (screen for TDP1 inhibitors); AID 686979; Potency, µM (highest dose often 46.2 µM), for inactives: at the top dose activity change, negative = growth inhibition, hits mostly inhibitors; chicken DT40 Tdp1-/-;hTDP1 cells + 20 nM CPT, ATP luminescence, 48 h; actives 12% (n = 420,000); also: nearly all actives have a fitted effect of over 55% in size
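Cell growth measured by CellTiter-Glo luminescence after a minimum 48 h, 37 C compound exposure with 20 nM CPT in Tdp1-knockout DT40 cells stably expressing hTDP1, seeded 400/well; qHTS titration format.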
TDP1 cell noCPT: qHTS for Inhibitors of human tyrosyl-DNA phosphodiesterase 1 (TDP1): qHTS in cells in absence of CPT. DT40 Tdp1-/- hTDP1 cells, no CPT, ATP luminescence, 48 h. Potency, µM (doses to about 46.2 µM), for inactives: top-dose activity change, negative = growth inhibition, most hits filed as inhibitors. actives 15% (n = 420,000). AID 686978, 2013; also: nearly all actives have a fitted effect of over 55% in size
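Luminescent ATP content (CellTiter-Glo) served as the growth readout. Knockout chicken DT40 cells expressing human TDP1 were exposed to compounds without camptothecin for a minimum 48 hr at 37 °C.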
GCN5L2 inh: GCN5L2 (KAT2A) acetyltransferase inhibition; actives 0.21% (n = 390,000); GCN5L2 HAT assay, ThioGlo1 CoA-SH fluorescence; Q92830; Potency, µM (top dose mostly 58.9 µM), without a hit: at the top dose activity change, negative = inhibition, usual class: inhibitors
Target sequence (Q92830 whole entry, looked up): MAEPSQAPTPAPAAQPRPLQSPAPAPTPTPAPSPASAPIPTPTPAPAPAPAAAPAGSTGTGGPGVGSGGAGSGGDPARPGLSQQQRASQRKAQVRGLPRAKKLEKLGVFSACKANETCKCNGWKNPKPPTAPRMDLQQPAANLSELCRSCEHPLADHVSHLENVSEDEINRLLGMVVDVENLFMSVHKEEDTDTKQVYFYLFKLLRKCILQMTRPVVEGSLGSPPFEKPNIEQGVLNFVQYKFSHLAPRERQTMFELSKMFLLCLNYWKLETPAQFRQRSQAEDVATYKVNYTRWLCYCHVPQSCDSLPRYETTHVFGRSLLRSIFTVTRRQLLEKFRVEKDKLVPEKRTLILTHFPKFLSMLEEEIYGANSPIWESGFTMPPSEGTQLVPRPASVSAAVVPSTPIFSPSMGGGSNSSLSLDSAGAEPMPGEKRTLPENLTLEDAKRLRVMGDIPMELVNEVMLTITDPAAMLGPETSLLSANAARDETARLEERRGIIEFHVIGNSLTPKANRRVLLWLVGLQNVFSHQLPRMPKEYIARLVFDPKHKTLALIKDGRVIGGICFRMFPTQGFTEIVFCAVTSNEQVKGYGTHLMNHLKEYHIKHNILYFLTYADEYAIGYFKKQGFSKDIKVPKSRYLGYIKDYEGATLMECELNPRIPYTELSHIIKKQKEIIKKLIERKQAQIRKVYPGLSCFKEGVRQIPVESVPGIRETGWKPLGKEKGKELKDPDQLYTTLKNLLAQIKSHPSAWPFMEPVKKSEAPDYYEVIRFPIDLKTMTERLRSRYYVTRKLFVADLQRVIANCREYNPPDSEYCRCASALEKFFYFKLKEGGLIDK
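Enzyme at 20nM final was mixed with library compounds for 15 min at room temperature. Peptide H3(1-25) at 75uM, acetyl-CoA at 70uM and ThioGlo1 at 50uM were then added. Plates were read immediately and after 20 min (Ex340nm/Em540nm).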
* = called active by the depositor; ? = inconclusive; · = not tested or not shown. Calls follow the shape of the dose curve; as a rule, active = well fitted curve in the direction sought with a large enough effect; inconclusive = small, poorly fitted or top-dose-only effect, or another doubt; inactive = no such curve, though single readings can be large; an effect the other way counts as inactive or inconclusive. % is scaled to controls: 0 for no effect and ±100 for the full control effect; potency is read from the fitted curve at half-maximal effect.

Every second line gives: DT40 TDP1 CPT	TDP1 cell noCPT	GCN5L2 inh
CCOc1cc2[nH]c(=S)n(Cc3ccc(C(=O)NCCCN(CC)CC)cc3)c(=O)c2cc1OCC
  ?	?	-2%
Cc1cccc(NC(=O)c2cnn(C)c2)c1C
  -19%	-8%	2%
CCc1ccc(OCC(=O)NNC(=O)c2cc(S(=O)(=O)N3CCOCC3)ccc2N2CCCC2)cc1
  -17%	0%	-10%
COCCN(C(=O)/C=C/c1cccc([N+](=O)[O-])c1)c1c(N)n(Cc2ccccc2)c(=O)[nH]c1=O
  -3%	-4%	-3%
Nc1nnc2c(n1)CCCC2
  2%	-1%	-2%
COc1cccc(N2CCN(C(=O)c3cc4c(=O)n(Cc5cccnc5)ccc4nc3C)CC2)c1
  -11%	-24%	-8%
CCN(CC)C(C(=O)Nc1ccc(C(C)C)cc1)c1ccc2c(c1)OCO2 (configuration not stated)
  ?	?	-6%
CCc1ccc(OCC(=O)NC(=S)Nc2cccc(CO)c2)c(Br)c1
  -26%	-22%	1%
O=C(Nc1cccc(S(=O)(=O)NC2=NCCC2)c1)c1ccccc1OC(F)F
  -13%	-10%	-3%
COC(=O)C[C@@H]1CC[C@@H](NC(=O)C2CCC2)[C@@H](CO)O1
  -7%	-6%	·
CC(=O)N1c2ccc(S(=O)(=O)N3CCC(C(=O)Nc4cccc(C(F)(F)F)c4)CC3)cc2CC1C (configuration not stated)
  16µM*	?	-8%
Cc1ccc(Cn2c(=O)cc(C(=O)O)c3ccccc32)cc1
  -3%	-9%	-1%
COCC(=O)N(CCc1ccc(OC)c(OC)c1)Cc1nc2ccccc2c(=O)[nH]1
  -15%	-5%	-1%
CCCOc1ccc(CN(CCO)CCO)cc1[N+](=O)[O-]
  -26%	26%	-2%
CCOC(=O)c1ccc(NC(=O)CSc2nnc(Cc3cccs3)n2C)cc1
  -24%	-11%	-7%
CC(C)c1ccc(NC(=O)C(c2ccc3c(c2)OCO3)N2CCC3(CC2)OCCO3)cc1 (configuration not stated)
  ?	?	1%
Cc1ccccc1-n1nnnc1SCCCC(=O)c1ccc(F)cc1
  -22%	?	-4%
CCOC(=O)c1sc(-c2cccc([N+](=O)[O-])c2)cc1N
  0%	-5%	-8%
O=C(NCCc1ccccc1)C(=O)NCC(c1ccco1)S(=O)(=O)c1ccccc1 (configuration not stated)
  -28%	-56%	4%
COc1ccc(C(=O)Nc2nnc(S(=O)(=O)N3CCN(c4ccc(F)cc4)CC3)s2)cc1
  -10%	-19%	2%
COc1ccc(OC)c(CCNC(=O)CCCC(=O)n2ncc3cc(C)ccc32)c1
  -17%	?	-2%
COc1ccc(F)cc1C(=O)C1CCCN(C(=O)c2cccc(N(C)C)c2)C1 (configuration not stated)
  ?	?	-1%
N#Cc1ccccc1NC(=O)C(=O)NCC(c1ccc2c(c1)OCO2)N1CCOCC1 (configuration not stated)
  -2%	-18%	12%
CC(C)Oc1ccc(C(=O)NCC2Cc3cc(Cl)cc(-c4ncccn4)c3O2)cc1 (configuration not stated)
  ?	?	·
COc1ccc(Cl)cc1NC(=O)CN(C)C(=O)c1ccc(OCc2ccccc2)c(OC)c1
  ?	23µM*	-9%
CC(C)(C)OC(=O)N1Cc2ccccc2C[C@H]1C(=O)NCC(=O)NC1CCCCC1
  -1%	8%	-14%
C=CCn1c(SCC(=O)NC2CCCC2)nnc1-c1cccnc1
  -7%	16%	0%
COCCN1Cc2cccc(C(=O)Nc3ccc4c(c3)OCCO4)c2C1=O
  ?	?	-5%
Cc1cccc(NC(=O)CSc2nc3ccc(N4C(=O)c5ccccc5C4=O)cc3s2)c1C
  ?	1%	26%
Cc1ccc2c(C)c(C(=O)N(Cc3ccc(F)cc3)C3CCS(=O)(=O)C3)oc2c1 (configuration not stated)
  ?	?	-21%
O=C(NS(=O)(=O)N1CCOCC1)C1=C(N2CCCC2)COC1=O
  4%	-8%	4%
CCOc1cccc2cc(-c3cn4cc(C)ccc4n3)c(=O)oc12
  ?	?	5%
CCc1ccc(S(=O)(=O)c2cn(CC)c3cc(N4CCCCC4)c(F)cc3c2=O)cc1
  ?	?	-1%
CN(CC(=O)Nc1c(Cl)cccc1Cl)C(=O)c1sccc1-c1ccccc1
  ?	?	-19%
COc1ccc(C2=Nc3ccccc3N(C(=O)c3ccc4c(c3)OCO4)C2C(=O)Nc2c(C)cccc2C)cc1 (configuration not stated)
  ?	?	·
C[C@H](c1ccccc1)N1C[C@H](COCc2ccccc2)Oc2cc(N3CCC[C@H]3CO)ccc2S1(=O)=O
  ?	?	·
CCCN(CCC)C(=O)CSc1c2c(nc3ccc(Cl)cc13)CCCC2
  18µM*	?	-1%
O=C1c2cccnc2C(=O)N1Cc1ccco1
  -4%	-2%	-3%
Cc1ccc(S(=O)(=O)CCC(=O)Nc2ccccc2N2CCCC2)cc1
  ?	-6%	-13%
CC(C)(CNC(=O)c1cc2ccccc2o1)N1CCOCC1
  -2%	4%	-5%
CCC1CN(C(=O)Nc2cc(Cl)c(OC)cc2OC)c2ccccc2O1 (configuration not stated)
  12%	-2%	-10%
CCN(CC)S(=O)(=O)c1cccc(NC(=O)COC(=O)c2cncc(Br)c2)c1
  -7%	2%	-9%
COc1cccc(-n2sc3c(c2=S)-c2cc(OC)ccc2NC3(C)C)c1
  ?	?	-5%
CNC(=O)C(NC(=O)Nc1ccc(C)cc1)C(C)(C)C (configuration not stated)
  -15%	-13%	-2%
CCc1ccc(OCc2nnc(SCC(=O)N3CCOCC3)o2)cc1
  -4%	10%	0%
Cc1cc(C)c2oc(C(=O)Nc3sc4c(c3C(=O)NCc3ccco3)CCC4)cc(=O)c2c1
  2%	-20%	-7%
Cc1ccccc1C(=O)NC(C)C(c1cccs1)N1CCOCC1 (configuration not stated)
  -8%	-9%	-5%
COc1cccc(CNC23CC4CC(CC(C4)C2)C3)c1OCc1ccccc1
  9.2µM*	10µM*	27%
CCOC(=O)C1CCC(CN(Cc2c(Cl)cccc2Cl)S(=O)(=O)c2ccc(Cl)cc2)CC1 (configuration not stated)
  ?	21µM*	0%
CCCc1ccc(C(=O)O)cc1
  0%	-4%	16%
c1ccc2c(NC3CCNCC3)nc(-c3ccoc3)nc2c1
  -3%	-3%	-13%
CC(=O)C1=C(O)C(=O)N(c2ccc(O)cc2)C1c1ccc(F)cc1 (configuration not stated)
  -1%	8%	-21%
CCN(c1ccccc1C)S(=O)(=O)c1nnc(NC(=O)c2ccc(OC)c(OC)c2)s1
  -22%	?	0%
Cc1ccc2c(cnn2C(=O)CCC(=O)NCc2cccc(Cl)c2)c1
  -15%	1%	-2%
CCOc1ccc(N(CC)S(=O)(=O)N2CCCC(C(=O)NCc3ccc(Cl)cc3)C2)cc1 (configuration not stated)
  ?	?	-11%
O=C(COC(=O)Cc1cccs1)Nc1cc(S(=O)(=O)N2CCOCC2)ccc1Cl
  -7%	-9%	0%
CC1(C)O[C@H]2[C@@H](O1)[C@@H](C(=O)Nc1cc(F)ccc1F)O[C@@H]1OC(C)(C)O[C@@H]12
  -7%	-6%	-1%
Cc1ccc(S(=O)(=O)NC(CC(C)C)C(=O)N2CCC(C)CC2)cc1 (configuration not stated)
  ?	?	-5%
COc1ccc(C(CNC(=O)c2ccc(OCc3cscn3)cc2)N2CCCC2)cc1 (configuration not stated)
  -11%	-19%	·
CCOC(=O)N1CCN(C(=O)c2ccc(NS(=O)(=O)c3ccc(C)cc3)cc2)CC1
  18µM*	13µM*	-3%

In the list so far, two contain bromine.
Every second line gives: DT40 TDP1 CPT	TDP1 cell noCPT	GCN5L2 inh
CCc1ccc(OCC(=O)NC(=S)Nc2cccc(CO)c2)c(Br)c1
  -26%	-22%	1%
CCN(CC)S(=O)(=O)c1cccc(NC(=O)COC(=O)c2cncc(Br)c2)c1
  -7%	2%	-9%

Later entries.
Every second line gives: DT40 TDP1 CPT	TDP1 cell noCPT	GCN5L2 inh
Cc1nnc(SCc2ccc(F)cc2Cl)s1
  -8%	?	13%
COc1ccc([C@H]2C[C@H](O)[C@@H](n3cc(-c4ccc(F)cc4)nn3)CN2CC2CCCCC2)cc1
  -61%	?	·
COc1cc(OC)cc(C(=O)Nn2c(C)nc3ccccc3c2=O)c1
  -13%	-17%	-8%
Cc1cccnc1NCC(O)COc1ccccc1 (configuration not stated)
  -1%	-13%	-23%
CCc1ccc(CN(Cc2cccnc2)C(=O)/C=C/c2ccc(OC)cc2)cc1
  -55%	15µM*	-4%
CC(C)Sc1nnc(NC(=O)c2ccco2)s1
  -26%	-22%	-7%
CCn1cc(CN(C)S(=O)(=O)c2cccc([N+](=O)[O-])c2)cn1
  7%	-9%	-17%
CCOC(=O)C1C(=O)NC(N2CCCCC2)=NC1c1ccco1 (configuration not stated)
  8%	0%	-5%
Cc1ccc(OCC(=O)NC(C)c2ccc(Cl)c(Cl)c2)c([N+](=O)[O-])n1 (configuration not stated)
  -21%	?	-4%
CSc1ccccc1NC(=O)CN(C)Cc1cc(=O)n2ccsc2n1
  11%	-3%	-7%
N#Cc1cc([N+](=O)[O-])ccc1NCCc1ccccn1
  6%	0%	-6%
O=C(CSc1nncn2c1cc1occc12)Nc1ccccc1C(F)(F)F
  ?	?	-7%
Cc1cc(NC(=O)c2ccccc2[N+](=O)[O-])ccc1Br
  -7%	-2%	2%
O=C(NC1CCCC1)C(c1ccc(F)cc1)N(Cc1ccc(F)cc1)C(=O)c1ccn[nH]1 (configuration not stated)
  9%	-20%	-28%
CC(O)C(NS(=O)(=O)c1ccc(Cl)cc1)C(=O)OCC(=O)c1ccc2c(c1)NC(=O)CO2 (configuration not stated)
  -15%	7%	·

Exported as labelled records: entries from further up
CC(O)C(NS(=O)(=O)c1ccc(Cl)cc1)C(=O)OCC(=O)c1ccc2c(c1)NC(=O)CO2 (configuration not stated)
- DT40 TDP1 CPT: -15%
- TDP1 cell noCPT: 7%
- GCN5L2 inh: ·

CC(C)Sc1nnc(NC(=O)c2ccco2)s1
- DT40 TDP1 CPT: -26%
- TDP1 cell noCPT: -22%
- GCN5L2 inh: -7%

COc1cc(OC)cc(C(=O)Nn2c(C)nc3ccccc3c2=O)c1
- DT40 TDP1 CPT: -13%
- TDP1 cell noCPT: -17%
- GCN5L2 inh: -8%

CCn1cc(CN(C)S(=O)(=O)c2cccc([N+](=O)[O-])c2)cn1
- DT40 TDP1 CPT: 7%
- TDP1 cell noCPT: -9%
- GCN5L2 inh: -17%

(list continues)
Every second line gives: DT40 TDP1 CPT	TDP1 cell noCPT	GCN5L2 inh
CCOC(=O)c1sc(NC(=S)NC(=O)C2CCCC2)cc1C
  ?	16µM*	-16%
COc1cccc(CNC(=O)Cn2c(=O)oc3cc(S(=O)(=O)N4CCCC4)ccc32)c1
  ?	23µM*	-3%
CC[N+]1(CC)CC2=Cc3c(ccc4ccccc34)C(C)C2C1 (configuration not stated)
  5.8µM*	13µM*	-3%
O=C1CSC(c2cccc(Cl)c2Cl)N1c1ccccn1 (configuration not stated)
  -3%	15%	3%
O=C(C[C@@H]1C/C=C\CC[C@@H](Cc2ccc(F)cc2)C(=O)OC[C@@H]2CCCN2C1=O)N[C@H](CO)Cc1ccccc1
  16µM*	18µM*	-5%
O=C(Nc1ccccc1C(=O)Nc1ccc(Br)cn1)c1ccccc1Cl
  15µM*	?	-6%
COC(=O)Cc1c(CSc2ccccc2)oc2ccc(O)c(CN(C)C)c12
  -8%	?	-3%
O=C(NCc1nc2ccccc2[nH]1)C1=C[C@H](c2ccc3c(c2)OCO3)C[C@H](OCc2ccc(CO)cc2)O1
  ?	?	-12%
CCOc1ccc(-n2ccnc(SCC(=O)Nc3ccc(OC)cc3OC)c2=O)cc1
  21µM*	23µM*	-13%
COc1cc(OC)c(NC(=O)c2csc(C)c2)cc1Cl
  ?	-6%	-4%
O=C(Cc1cccs1)N/N=C\c1ccc(O)cc1
  3%	8%	-3%
C=CCNC(=S)N/N=C/c1ccc(-c2ccc(OC)cc2)o1
  4.1µM*	4.6µM*	-19%
O=C(OCC(=O)N1c2ccccc2Sc2ccccc21)C1CC(=O)N(Cc2ccco2)C1 (configuration not stated)
  -2%	-19%	-4%
CC(C)COC(=O)NCCOC(=O)Nc1cccc(Cl)c1
  16µM*	16µM*	0%
CCOC(=O)c1c(CSc2ccccc2)oc2ccc(O)cc12
  ?	21µM*	0%
COc1cccc2c1C(=O)C[C@]1(CCCC[C@@H]1C)O2
  -5%	?	-4%
CCN(CC)C(=O)C1CC(c2ccc(OC)cc2)=NO1 (configuration not stated)
  2%	-9%	2%
COc1ccc(C=O)cc1CN1CCCN(Cc2ccc(Cl)cc2)S1(=O)=O
  ?	?	-5%
